High-throughput results as filed in PubChem.
MITF act = MITF TRPM1 promoter activation in melanoma cells. activation, % at 12.5 µM. SK-MEL-5 TRPM1-promoter luciferase, 24 h; % of positive control, neutral wells = 0. 300,000 compounds, 0.75% hits;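 active = mean activation of at least 80% with every replicate also reaching 80%; inconclusive = mean reaches 80% but some replicate falls short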;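 note: 0% = neutral control wells and 100% = parthenolide positive control wells; values of inactives mirror those of a sister screen read the other way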
NSD2 inh = blocks human histone methyltransferase NSD2. NSD2 peptide methylation, AlphaScreen, 120 min. inhibition, % at 12.5 µM. 310,000 compounds, 0.54% hits. AID 743445; in the data active = inhibition above about 50%
Rtt109 Vps75 = blocks Candida albicans Rtt109/Vps75 acetyltransferase activity; Q5AAJ8; purified Rtt109/Vps75, ThioGlo CoA-SH fluorescence, 4 h; inhibition, % at 34.9 µM; 330,000 compounds, 0.16% hits; AID 540336;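 active = inhibition of at least 50% in every replicate; inconclusive = best replicate reaches 50% inhibition but some replicates fall short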
Target sequence (Q5AAJ8 whole entry, looked up): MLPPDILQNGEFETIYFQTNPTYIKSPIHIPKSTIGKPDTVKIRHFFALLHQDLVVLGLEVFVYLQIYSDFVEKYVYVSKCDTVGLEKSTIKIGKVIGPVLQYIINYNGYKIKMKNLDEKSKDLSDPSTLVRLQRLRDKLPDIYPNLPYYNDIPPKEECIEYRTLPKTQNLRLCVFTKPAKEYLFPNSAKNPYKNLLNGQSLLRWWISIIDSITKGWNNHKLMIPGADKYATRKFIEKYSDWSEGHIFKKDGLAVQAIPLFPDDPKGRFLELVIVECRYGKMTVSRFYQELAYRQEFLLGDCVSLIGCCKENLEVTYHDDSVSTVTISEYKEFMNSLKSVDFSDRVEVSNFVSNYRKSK
SR-BI DiI inh = blocks mouse SR-BI lipid uptake from DiI-HDL; ldlA[mSR-BI] CHO cells, DiI-HDL uptake fluorescence, 3 h; inhibition, % at 12.5 µM; 320,000 compounds, 0.96% hits; AID 488896;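 active = mean replicate inhibition of at least 70% and a set share of replicates each scoring 70 or more; inconclusive = meets just one of the two criteria; inactive = fails both criteria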;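 note: 0% = median of neutral control wells and 100% = median of positive control wells; values of inactives mirror those of a sister screen read the other way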
PvdQ inh = P. aeruginosa PvdQ acylase inhibition; purified PvdQ acylase, fluorescence plate reader; 340,000 compounds, 0.063% hits; AID 488965; inhibition, % at 10 µM; in the data active = inhibition above about 30%, passing the limit was not always enough; inconclusive = no clear call, values can overlap the other calls;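 note: 0% = vehicle neutral wells and 100% = reference inhibitor wells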
dFosB act = mouse delta FosB homodimer activation; activation, % at 25 µM; purified delta FosB, TAMRA-CDK5 oligo fluorescence polarization; percent of positive-control signal above neutral wells; P13346; 340,000 compounds, 0.99% hits;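 active = mean activation above about 17%, with every replicate also reaching it, limit read from the data, passing the limit was not always enough; inconclusive = only one of the two conditions met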;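 note: fluorescence polarization rise as delta FosB binds a TAMRA Cdk5 AP-1 oligo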
Target sequence (P13346 whole entry, looked up): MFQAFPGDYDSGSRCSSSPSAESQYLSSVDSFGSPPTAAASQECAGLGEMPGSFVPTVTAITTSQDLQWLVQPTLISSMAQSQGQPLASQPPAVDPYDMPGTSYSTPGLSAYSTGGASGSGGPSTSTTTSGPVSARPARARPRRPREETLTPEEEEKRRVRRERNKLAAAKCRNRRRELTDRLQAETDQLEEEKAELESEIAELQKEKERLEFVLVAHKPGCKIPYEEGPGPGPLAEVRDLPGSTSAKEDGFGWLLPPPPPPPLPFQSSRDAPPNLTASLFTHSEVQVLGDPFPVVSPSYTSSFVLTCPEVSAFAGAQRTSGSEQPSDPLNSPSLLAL
CAL PDZ FP-1 = blocks peptide binding to the human CAL PDZ domain | Q9HD26 | purified CAL PDZ, TMR-peptide fluorescence polarization, 1 h | inhibition, % at 24.9 µM | 300,000 compounds, 0.92% hits | AID 602252;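 active = mean inhibition of at least 30% with at least half of replicates also reaching 30%; inconclusive = no clear call, values can overlap the other calls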;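 note: 0% = DMSO neutral control and 100% = excess unlabeled competitor peptide PRC23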
SR-BI DiI-HDL act = SR-BI HDL lipid transfer activation; 320,000 compounds, 0.096% hits; activation, % at 12.5 µM; CHO ldlA[mSR-BI] cells, DiI-HDL uptake fluorescence, 3 h; 100 = double the neutral-control signal;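 active = mean replicate activation of at least 60% and every replicate at or above 60%; inconclusive = mean or all-replicate condition met, but not both; inactive = mean below 60% and not all replicates reaching 60%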;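 note: 0% = median plate neutral-control signal and 100% = twice that signal; values of inactives mirror those of a sister screen read the other way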
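Assay system: LDL receptor-deficient CHO ldlA cells overexpressing murine SR-BI / Medium: BSA-supplemented, HEPES-buffered Ham's F12, pH 7.4 / Probe or stimulus: DiI-labelled HDL at 10 µg/mL final / Timing: compound with DiI-HDL co-incubation, 3 h at 37 °C / Technique: bottom-read cell fluorescence after medium removal, ex 550/em 595 nm / Measure: HDL uptake via cellular fluorescence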
PfHsp90 set2 = growth inhibition of yeast expressing Plasmodium Hsp90; S. cerevisiae expressing PfHsp90, BacTiter-Glo ATP, 48 h; yeast lacking PDR1 and PDR3 efflux regulators; inhibition, % at 9.4 µM; 310,000 compounds, 0.32% hits;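 active = every replicate shows inhibition above about 80%, whatever the replicate mean, limit read from the data; inconclusive = mean inhibition reaches the set limit but some replicate falls short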;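 note: 0% = DMSO neutral controls and 100% = 20 µM radicicol positive controls; yeast relying on Plasmodium falciparum Hsp90 in place of its own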
CAL PDZ FP-2 = inhibitors of human CAL PDZ peptide binding; Q9HD26; purified CAL PDZ, TMR-peptide fluorescence polarization, 1 h; inhibition, % at 20 µM; 330,000 compounds, 0.02% hits; AID 504414;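 active = highest replicate inhibition of at least 40%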;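 note: plate controls were DMSO neutral control wells for no effect and unlabeled competitor peptide control wells for full effect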
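material = purified tagged CAL PDZ domain construct (CerCALP) | buffer or medium = sodium phosphate/NaCl buffer pH 7.4 with TCEP, IgG, Thesit | reagent = TMR-labelled reporter peptide T*-PRC34 bound in PDZ groove | incubation = 1 h room-temperature incubation prior to read | measured by = fluorescence polarization (mP) | evaluation = percent inhibition from loss of millipolarization | control set = unlabelled peptide and DMSO controls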
An asterisk follows results filed as active; ? = inconclusive; / = not tested or not shown.

Structure	MITF act	SR-BI DiI-HDL act	PvdQ inh	dFosB act	NSD2 inh	SR-BI DiI inh	Rtt109 Vps75	CAL PDZ FP-1	CAL PDZ FP-2	PfHsp90 set2
Cc1ccc2sc(NNC(=O)c3cc(=O)c4ccccc4o3)nc2c1C	4	-43	-11	-7	/	43	-3	-4	0.5	-51
O=C1CCC/C(=N/NC(=O)c2ccc(CN3c4cccc5cccc(c45)S3(=O)=O)cc2)C1	3	-14	1	-14	11	14	27	-3	-4.2	-18
Oc1ccccc1C1=Nc2nc3ccccc3n2C(c2ccccc2)C1 (stereo unspecified)	67	/	-7	-4	-6	/	-6	-3	-3.2	-9
NC(=O)CSc1nc2cc(Cl)ccc2c(=O)n1C1CCCCC1	-2	21	10	-7	6	-21	18	-4	-2.3	-14
CCN(CC)S(=O)(=O)c1cccc(C(=O)N[C@H](C(=O)NNC(=O)c2ccccc2)C(C)C)c1	-10	-2	-5	-2	0	2	-1	-2	0.1	14
O=C(CSc1nnc(NC(=O)c2ccccc2Cl)s1)NC1CC1	35	22	4	-5	1	-22	-7	-1	-3.2	5
Cc1sc2nc(SCc3nc(-c4cccs4)no3)n(-c3ccccc3)c(=O)c2c1C	-12	13	4	-1	-1	-13	/	-4	-1.8	-4
O=S(=O)(Cc1ccccc1)C1CCCCC1O (stereo unspecified)	-9	-9	-10	5	-1	9	1	-4	0.8	-2
Cc1ccc(N=C2SCCCN2C(=O)c2ccco2)cc1Cl	8	9	6	7	0	-9	-1	-5	0.7	-38
Cc1ccc(CNC(=O)C2CCCN2C(=O)Nc2ccc(F)cc2)cc1 (stereo unspecified)	15	-9	-17	3	-5	9	-8	-3	-0.8	6
O=[N+]([O-])c1ccc(Sc2nnnn2-c2ccccc2)c(Cl)c1	-22	23	-11	-4	26	-23	-3	1	/	-28
Cc1[nH]ncc1-c1ccccc1Cl	/	18	-16	3	-1	-18	-7	/	-0.3	-4
COc1ccc(CCCC(=O)NCC(=O)N/N=C/c2cc(Cl)ccc2OC)cc1	-6	-27	-5	-12	-5	27	-4	-6	-2.6	-11
COc1ccc(-c2nn(-c3ccccc3)cc2C(=O)NC(=S)N2CCOCC2)cc1OC	33	-11	-14	0	-4	11	2	0	1.0	/
CCn1c(=O)c2c(nc(SCC(=O)Nc3ccccc3)n2C)n(C)c1=O	3	/	-15	-4	0	/	3	-8	-2.9	-5
O=C(O)C1CC=CCC1C(=O)Nc1cccc(Cl)c1 (stereo unspecified)	14	12	11	-4	-2	-12	1	-2	/	39
COc1cccc(-c2ccc(NC(=O)C3CCCN(Cc4cnc(C)n4C)C3)cc2)c1 (stereo unspecified)	-1	-37	-10	-1	6	37	15	-2	-2.2	7
COc1cc(C(=O)OCC(=O)Nc2cc(S(=O)(=O)N3CCOCC3)ccc2C)ccc1OCC(C)C	11	-23	-4	5	/	23	-7	-4	-2.7	10
COC(=O)c1c(NC(=O)COc2ccc(Cl)cc2Cl)sc2c1CC(C)(C)NC2(C)C	-57	-44	8	?	-2	44	6	-6	-1.9	-10
COc1ccccc1NC(=O)C1CC(=O)N(c2ccc(F)cc2)C1 (stereo unspecified)	/	-10	7	-10	10	10	/	4	-1.3	2
COc1ccccc1CN(C)C(=O)c1sccc1-c1ccccc1	-2	3	-9	-4	2	-3	-5	-6	-0.4	0
CCCc1cc(=O)[nH]c(SCC(=O)N(Cc2ccccc2)C(C)C)n1	3	17	-4	1	0	-17	-12	-3	/	1
CCN1CCCC1CN(Cc1cc2cc(C)ccc2[nH]c1=O)C(=O)Nc1ccccc1OC (stereo unspecified)	1	/	-12	12	13	/	13	-3	-1.3	-5
COc1cc(NC(c2ccccc2)c2ccccc2)cc(OC)c1OC	2	10	21	-4	2	-10	0	0	0.1	2
CN1/C(=C/c2cccc[n+]2C)Sc2ccccc21	-13	15	-3	16	/	-15	3	5	-0.8	2
Cn1cc(Cl)c(-c2n[nH]c(=S)n2C2CCCCC2)n1	-9	8	-9	-11	6	-8	6	-3	-0.4	11
COc1ccc(-c2nc3ccccc3nc2-c2ccccc2)cc1OC	/	-23	9	-17	-17	23	2	-1	-0.8	3
Oc1ccc(Cc2ccccc2Cl)c(O)c1	0	-6	-13	-3	0	6	-2	/	0.3	/
OC(CNCc1ccc(F)cc1)(c1ccccc1)c1ccc(F)cc1 (stereo unspecified)	/	-4	-11	2	-2	4	1	-5	-0.8	24
O=C(CN1CCCCCCC1)Nc1ccc(Cl)cc1Cl	4	-7	7	-12	-1	7	9	-6	-2.1	3
COc1cccc(-n2cnc3sc(-c4ccccc4)cc3c2=O)c1	101*	-53	-13	-2	/	53	-3	2	0.2	-5
CCCCc1c(O)nc2sccn2c1=O	-8	-3	-13	-5	-1	3	-2	-1	-3.0	-18
Cc1ccc(C(=O)n2nnc3ccccc32)cc1[N+](=O)[O-]	3	0	-1	0	2	0	-7	-3	-0.4	14
CCCNC(=O)c1ccc(-c2nn(C)c(=O)c3ccccc23)cc1	-7	-39	0	-14	2	39	4	5	-1.3	10
COc1ccc(NC(=S)N2CCOCC2)c(OC)c1	11	12	-5	-1	-4	-12	2	-3	-0.9	-8
Cc1ccc(NC(=O)C2COc3ccccc3O2)cc1 (stereo unspecified)	/	5	-2	-2	-3	-5	0	-3	-1.5	-31
CC(=O)c1cccc(NC(=S)NC(=O)c2cccc(Cl)c2)c1	68	-11	1	-6	1	11	0	0	-1.7	1
CCC(C)C(=O)OC1CCC=C2C=CC(C)C(CCC3CC(O)CC(=O)O3)C21 (stereo unspecified)	2	27	-9	-12	-1	-27	-3	2	-0.5	-9
Cc1cc(-c2nc(C)c(C(=O)NNC(=O)NC(C)C)s2)no1	-2	0	-15	-7	0	0	-4	-3	-0.2	5
COc1ccc(-c2c(NC(=O)c3ccco3)oc3ccc(Cl)cc3c2=O)cc1	-3	27	0	-17	-3	-27	1	-5	-0.9	27
CN(C(=O)c1ccc(N2CCOCC2)c([N+](=O)[O-])c1)C1CCCCC1	/	-18	-16	-1	2	18	-1	0	0.1	-4
CC(C)CCNC(=O)C1CCN(S(=O)(=O)c2ccc3c(c2)CCC(=O)N3)CC1	5	10	-18	-6	/	-10	2	/	0.0	20
Cn1cnc2c(N/N=C/c3cccs3)ncnc21	/	11	15	-2	-3	-11	6	/	-2.4	9
CCN(CC)CCCNC(=O)c1cc(-c2ccc(Cl)c(Cl)c2)on1	-1	-4	-11	-11	23	4	8	/	-3.0	5
C[C@H]1CN([C@@H](C)CO)C(=O)Cc2cc(NS(=O)(=O)c3cn(C)cn3)ccc2O[C@@H]1CN(C)C(=O)Nc1ccc(F)cc1	1	5	-3	-3	/	-5	7	1	-0.2	7
C=CCC[C@@H](Cc1ccc(F)cc1)C(=O)OCCNC(=O)[C@@H](CC=C)CC(=O)N(CCO)Cc1ccccc1	-4	-38	-8	3	/	38	7	0	-0.4	-8
O=S(=O)(c1cccs1)N1CCN(c2ccc(F)cc2)CC1	5	/	7	-1	3	/	-8	/	0.0	28
N#C/C(=N\Nc1ccc(S(=O)(=O)N2CCc3ccccc32)cc1)C(N)=S	-18	-22	8	-9	16	22	11	0	-1.7	-6
COc1ccc(CCNC(=O)COC(=O)C23CC4CC(CC(Br)(C4)C2)C3)cc1	8	29	-13	-9	-2	-29	1	-1	-0.6	-11
COc1ccc(OCCCCn2c(CO)nc3ccccc32)cc1	-2	-3	-7	-11	1	3	-2	2	-1.1	-16

Continuation:
Structure	MITF act	SR-BI DiI-HDL act	PvdQ inh	dFosB act	NSD2 inh	SR-BI DiI inh	Rtt109 Vps75	CAL PDZ FP-1	CAL PDZ FP-2	PfHsp90 set2
O=C(COc1ccccc1Br)N1CCN(C(=O)c2cccs2)CC1	4	13	-3	-1	-2	-13	-6	6	0.3	/
Cc1cc(C)n2nc(-c3cnn(C)c3C(F)(F)F)cc2n1	14	-4	-18	-10	1	4	-4	-3	-1.2	-17
CC(NC(=O)C(C)(C)C)c1nc2ccccc2n1C (stereo unspecified)	/	7	-3	-3	/	-7	2	-2	0.1	/
N#C/C(=C\c1ccc(N2CCOCC2)cc1)c1ccccc1	143*	-3	0	-14	3	3	-7	25	-0.3	15
CCC(C)CCN1C(Nc2ccccc2)=NC[C@@H]1C (stereo partly specified)	0	10	-12	5	/	-10	-9	-1	0.2	-4
Cc1cccc(OCC(O)CN2CC3(C)CC2CC(C)(C)C3)c1 (stereo unspecified)	8	4	-20	-3	-2	-4	1	-1	-4.4	18
Cc1ccc(NC(=O)c2ccc(Oc3ncccn3)cc2)cc1	52	4	0	-5	-3	-4	-12	-1	-1.3	/
CCCCN(C(=O)c1cc2c(s1)CCCC2)c1c(N)n(CCC)c(=O)[nH]c1=O	-5	-4	-5	-6	-4	4	-9	7	-1.6	0
